Avidin fluor = avidin bead compound fluorescence profile | Avidin beads, compound fluorescence 488/530 nm, flow cytometry; hits give high values | fluorescence (KMESF) at 10 µM | 220,000 compounds, 0.38% hits; in the data active means fluorescence above about 47; further: inactives centre near 10
Rab2A wt mod = changes GTP binding to wildtype dog Rab2A, up or down. GST-Rab2 wt beads, Bodipy-GTP binding, flow cytometry. 190,000 compounds, 0.19% hits. P61105. GTP binding activity, % at 10 µM. AID 760;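 active means GTP binding activity at least 20 points away from 100%, either lowered or raised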;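 further: 0% = beads with excess unlabeled GTP and 100% = no-compound control corrected for plate trend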
Rac1 wt modul = human Rac1 wildtype GTP binding, inhibitors and activators; P63000; GST-Rac1 beads, fluorescent GTP binding, flow cytometry; actives lie on both sides; 0 = cold GTP competed, 100 = untreated; GTP binding activity (% of control), % at 10 µM; 190,000 compounds, 0.27% hits; AID 757;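 active means GTP binding activity at least 20 points away from the 100% control level, either lower or higher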
Pf gamet viab = kills late stage P. falciparum gametocytes; inhibition, % at 10.9 µM; P. falciparum stage V gametocytes, ATP luminescence, 24 h; 150,000 compounds, 0.065% hits;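 active means inhibition above the mean plus 3 SD of compounds within the control limits, set per campaign, cut at about 38% in these data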;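 further: 0% = DMSO wells and 100% = medium only without gametocytes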
Rab7 wt GTP bind = modulators of GTP binding to dog Rab7 wildtype GTPase | GTP binding activity (percent of control), % at 10 µM | 190,000 compounds, 0.055% hits | GST-Rab7 beads, fluorescent GTP binding, flow cytometry; actives lie on both sides; untreated = 100%, excess cold GTP = 0%;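 active means fluorescent GTP binding to Rab7 beads changed by at least 20 points from the 100% baseline, either direction, mostly lower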;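 further: median green fluorescence of bound Bodipy-FL-GTP per Rab7 bead population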
ABCB1 block = blocks JC-1 efflux by human ABCB1 transporter; CCRF-Adr cells, flow cytometry; inhibition, % at 6.6 µM; 190,000 compounds, 0.067% hits; AID 1326; in the data active means inhibition above about 40%;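 further: 0% = vehicle and 100% = reference inhibitor; higher value means more JC-1 retained so stronger ABCB1 efflux block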
ABCG2 inh = inhibitors of human ABCG2 transporter, ABCB1 counter-screen | Q9UNQ0 | IgMXP3 cells, JC-1 efflux, flow cytometry | inhibition, % at 6.6 µM | 190,000 compounds, 0.1% hits | AID 1325;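 active means inhibition above 80%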;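 further: 0% = DMSO and 100% = nicardipine control wells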
Target sequence (Q9UNQ0 whole entry, looked up): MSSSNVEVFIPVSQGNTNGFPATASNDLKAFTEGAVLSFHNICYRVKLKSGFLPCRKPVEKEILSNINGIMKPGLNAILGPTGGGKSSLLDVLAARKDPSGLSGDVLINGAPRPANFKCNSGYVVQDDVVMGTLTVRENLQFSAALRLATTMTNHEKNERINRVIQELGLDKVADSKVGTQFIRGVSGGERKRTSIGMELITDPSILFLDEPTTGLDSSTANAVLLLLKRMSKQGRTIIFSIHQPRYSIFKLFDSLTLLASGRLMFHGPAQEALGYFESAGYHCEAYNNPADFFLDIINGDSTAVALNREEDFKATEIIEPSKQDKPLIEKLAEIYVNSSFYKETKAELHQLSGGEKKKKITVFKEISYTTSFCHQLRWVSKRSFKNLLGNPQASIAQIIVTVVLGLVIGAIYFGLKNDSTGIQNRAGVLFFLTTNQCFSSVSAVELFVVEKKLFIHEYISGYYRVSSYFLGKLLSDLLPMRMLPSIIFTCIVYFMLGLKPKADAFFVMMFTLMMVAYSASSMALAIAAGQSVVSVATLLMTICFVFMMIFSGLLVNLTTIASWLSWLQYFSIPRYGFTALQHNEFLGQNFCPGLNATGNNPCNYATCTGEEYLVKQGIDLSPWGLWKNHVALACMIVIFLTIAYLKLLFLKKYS
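Read-out basis: Efflux inhibition in percent versus controls | Test system: ABCG2 IgMXP3 and barcoded ABCB1 CCRF-Adr cell mix | Quantity: 3 million cells/mL in well | Schedule: 10 min at 25 °C | Control set: Nicardipine as high control, DMSO as low control | Reagent: JC-1 as fluorescent efflux pump substrate | Signal: Flow cytometry of retained JC-1 fluorescence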
GSH bead fluor = compound fluoresces at 488/530 nm on GSH beads | GSH beads flow cytometry, compound fluorescence 488/530 nm; hits give high values | fluorescence (KMESF) at 10 µM | 190,000 compounds, 0.25% hits | AID 1776; in the data active means fluorescence above about 89;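 further: glutathione beads carrying GST-tagged Bcl family fusion proteins plus one bare bead set; values are compound well signal with DMSO vehicle wells as background; inactives centre near 16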
Cdc42 wt = changes GTP binding to wildtype human Cdc42. 190,000 compounds, 0.2% hits. P60953. AID 761. percent activity (GTP binding), % at 10 µM. GST-Cdc42 beads, Bodipy-GTP binding, flow cytometry; actives lie on both sides;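 active means percent activity GTP binding at least 20 points away from the 100% baseline, either down as inhibitor or up as activator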;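 further: median bead fluorescence of bound Bodipy-FL-GTP at 100 nM; 0% = excess unlabeled GTP control and 100% = no compound control; below 100% means less GTP binding so inhibitor and above means activator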
Target sequence (P60953 whole entry, looked up): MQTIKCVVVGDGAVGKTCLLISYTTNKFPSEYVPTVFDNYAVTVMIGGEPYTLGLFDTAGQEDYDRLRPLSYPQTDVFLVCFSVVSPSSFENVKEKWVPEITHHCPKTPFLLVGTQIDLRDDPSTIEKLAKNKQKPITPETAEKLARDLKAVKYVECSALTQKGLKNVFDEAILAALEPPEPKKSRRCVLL
HRas wt GTP bind = modulators of GTP binding to human HRas wildtype; GTP binding activity, % at 10 µM; 190,000 compounds, 0.14% hits; AID 759; GST-Ras wt beads, Bodipy-FL-GTP binding, flow cytometry; actives lie on both sides;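 active means GTP binding activity at least 20% away from the 100% baseline, either lowered as inhibitor or raised as activator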;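 further: 0% = unlabeled GTP competition control and 100% = no-compound control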
Target sequence (P01112 whole entry, looked up): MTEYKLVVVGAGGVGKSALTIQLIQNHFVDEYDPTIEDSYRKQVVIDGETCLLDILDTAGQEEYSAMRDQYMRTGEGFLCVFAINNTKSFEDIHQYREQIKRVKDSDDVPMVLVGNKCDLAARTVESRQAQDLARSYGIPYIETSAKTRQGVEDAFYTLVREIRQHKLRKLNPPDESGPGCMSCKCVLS
Rac1 mut GTP = human Rac1 activated mutant GTP binding change. 190,000 compounds, 0.11% hits. AID 764. GST-Rac1 activated beads, fluorescent GTP binding, flow cytometry; actives lie on both sides; 100% means binding = to untreated wells. percent activity (GTP binding), % at 10 µM. P63000;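 active means GTP binding at least 20 percentage points away from the 100% baseline, in either direction, so actives lie on both sides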
* marks the source's active call; other numbers are inactive results; / = no result given; [ ] = remark or other dose.

Compound,Avidin fluor,Rab2A wt mod,Rac1 wt modul,Pf gamet viab,Rab7 wt GTP bind,ABCB1 block,ABCG2 inh,GSH bead fluor,Cdc42 wt,HRas wt GTP bind,Rac1 mut GTP
COc1ccccc1-n1cnc2cc(NS(=O)(=O)c3ccccc3)ccc21,6,97,95,2,96,0.3,1,13,96,95,95
S=C(NCCc1ccccn1)Nc1ccccc1,39,101,101,-16,106,2.4,2,12,102,100,96
Oc1oc(-c2ccco2)nc1C=Nc1cccc(Cl)c1,3,100,102,/,99,0.0,2,42,99,99,99
Cc1cccc2cc(C(c3nnnn3CC3CCCO3)N3CCOCC3)c(=O)[nH]c12 (stereo not given),13,96,96,15,98,0.6,3,36,97,97,93
Fc1ccc(CN2CCCCCCC2)cc1,23,99,104,16,101,-0.6,-7,24,103,101,100
CSc1ncccc1C(=O)NCC1CCCCC1,23,100,101,-2,105,0.4,2,21,99,102,101
CCCSc1nnc(Cc2cc(=O)[nH]c(=O)[nH]2)n1-c1cc(C)ccc1C,13,103,97,/,93,0.3,1,25,103,102,100
CCOc1ccc(CCNc2cc(C)nc3ncnn23)cc1OCC,6,100,105,/,100,-0.4,3,13,104,102,101
CCOC(=O)CSc1nncc2ccc(OC)c(OC)c12,20,98,96,/,98,0.3,2,7,98,98,96
CCCCn1c(SCC(=O)N2CCC(C)CC2)nc2cc(S(N)(=O)=O)ccc21,13,100,104,/,100,0.7,8,8,103,102,101
O=C1c2ccccc2C2=Nc3ccccc3SC(c3ccccc3F)C12 (stereo not given),11,100,100,/,99,0.5,6,11,100,100,97
CCCCOC(=O)Nc1nccs1,20,103,105,/,101,0.3,7,18,101,105,104
Cc1ccc(C)c(S(=O)(=O)NCc2ccc(C(=O)N3CCCCCC3)cc2)c1,3,97,100,/,98,1.8,1,8,96,97,100
O=C1CCCc2c1cc(-c1ccccc1)n2-c1ccc(O)cc1,12,97,97,/,99,-0.3,-1,6,100,101,99
Cc1ccc(O)c(CNn2cnnc2)c1,6,101,105,/,103,0.1,0,24,99,101,99
CCOC(=O)Cc1c(C)nc2c(C#N)c[nH]n2c1=O,26,93,91,/,97,-0.1,0,48,87,90,95
Cc1cc(C)nc(-n2nc(C)c(Br)c2Nc2ccc(Br)cc2)n1,32,100,105,7,99,2.2,15,11,103,98,101
O=C(COC(=O)/C=C/c1ccc(S(=O)(=O)N2CCc3ccccc32)cc1)NC1CCS(=O)(=O)C1 (stereo not given),10,97,99,14,95,-0.1,0,14,96,96,91
NS(=O)(=O)c1ccc(N2N=C(c3ccccc3)CC2c2cccc(F)c2)cc1 (stereo not given),6,100,106,2,102,-1.4,-7,16,61*,102,101
CCCSc1nnc(-c2cnn(-c3ccccc3)c2-n2cccc2)n1C,14,100,104,-7,99,0.8,5,20,103,102,99
Cc1ccc(S(=O)(=O)N2CCC(NC(=O)c3cccc(C)c3)CC2)cc1,15,96,98,/,93,0.5,1,29,99,93,98
O=C(Cc1cccc2ccccc12)NCCC1=CCCCC1,13,101,104,-38,102,1.3,7,6,101,101,101
COc1cc(C2SCC(=O)N2c2nnc(C34CC5CC(CC(C5)C3)C4)s2)cc(OC)c1OC (stereo not given),33,96,98,/,96,1.0,1,13,95,98,96
COc1ccc(CCNCC(O)Cn2c3ccccc3c3ccccc32)cc1OC (stereo not given),8,102,98,-12,107,4.3,1,23,98,99,95
O=C(N/N=C/c1ccc(Cl)cc1Cl)C1CCN(c2ncc(C(F)(F)F)cc2Cl)CC1,24,98,100,/,99,0.1,2,23,98,98,96
CCC/C=N/NC(=O)c1ccccc1O,12,98,98,-2,96,0.2,0,10,98,95,98
COc1ccc(Nc2cccccc2=O)cc1,17,102,95,-21,100,0.5,2,5,101,103,95
CCOC(=O)CSc1nc2ccccc2c(=O)n1CCCCCC(=O)NCc1ccco1,4,102,102,-4,104,/,/,16,102,102,100
CN1CCN(/N=C/c2cccc(Cl)c2Cl)CC1,8,98,102,/,99,0.5,8,17,101,99,96
O=c1cc(CN2CCN(C/C=C/c3ccccc3)CC2)c2cc(O)ccc2o1,14,101,96,-3,101,1.6,9,9,99,100,98
COC(=O)c1c(N2C(=O)[C@H]3[C@@H](C2=O)[C@]2(C(=O)Nc4c(C)cc(C)cc42)N2CCC[C@@H]32)sc(C)c1C,9,126*[activator],115,/,121*[activator],2.0,3,16,111,120*[activator],107
Cc1nn(C)cc1NC(=O)Cn1nc(C(F)(F)F)cc1C1CC1,4,98,102,5,105,0.9,2,7,100,101,100
CCn1nccc1C(=O)Nc1nccs1,41,101,104,/,101,0.0,0,20,101,100,99
O=C(Nc1ccc(Oc2cccc3ccccc23)cc1)c1ccco1,7,101,103,-4,103,0.1,1,19,102,100,100
COc1ccc(Nc2ccc(N3C(=O)CCCC3=O)cc2[N+](=O)[O-])c(OC)c1,6,102,103,18,104,0.6,8,13,100,102,100
CCc1cc(=O)oc2cc(OCC=C(C)C)ccc12,5,98,103,/,101,0.6,5,9,100,100,99
COc1ccc(NC(=O)c2cc3c(=O)n4ccccc4nc3n2C)cc1OC,8,96,99,12,97,-2.1,9,14,101,97,95
Cn1ncc(N2CCN(C(=O)c3ccc(Cl)cc3)CC2)c(Cl)c1=O,9,96,95,-17,101,0.5,2,22,93,95,94
O=C(Nc1cccc(F)c1)c1ccc(-c2ccccc2Cl)o1,7,99,103,/,101,1.0,53,16,97,99,98
N=C1C(c2nc(-c3ccc(F)cc3)cs2)=C(O)CN1Cc1ccc(Cl)cc1,6,104,112,16,107,0.2,2,8,106,105,104
Cc1cccc(NC(=O)CCC(=O)OCC(=O)c2ccc(Oc3ccc([N+](=O)[O-])cc3)cc2)c1,12,100,106,4,103,0.5,3,13,104,99,98
COC(=O)c1ccc(Cn2nc(C)c(Cl)c2C)o1,17,104,102,/,97,-0.5,-1,29,103,103,101
COc1ccc(Cn2c(SCC(=O)NCc3ccco3)nc3ccsc3c2=O)cc1,13,101,105,/,98,1.4,5,29,100,100,103
O=C(CSc1cccc(C(F)(F)F)c1)Nc1ccc(Cl)cc1Cl,8,99,99,2,98,0.3,1,27,101,102,99
O=C(O)CCCCCNC(=O)CCn1cnc2ccccc2c1=O,12,99,102,-8,99,0.0,0,31,101,99,98
O=C(C1=C[C@H](c2ccc(Br)cc2)C[C@H](OCCCCO)O1)N1CCOCC1,7,95,98,/,95,0.3,2,17,96,95,96
O=C1CCc2cc(S(=O)(=O)N3CCCC3C(=O)N3CCN(c4ccccc4)CC3)ccc2N1 (stereo not given),5,102,106,/,105,0.2,0,24,106,104,100
CC(=O)Nc1nnc(-c2ccc(Cl)s2)o1,6,101,104,/,102,1.6,12,16,103,103,97
COC(=O)c1ccccc1OCC(=O)N1CCN(c2ccc(F)cc2)CC1,11,99,97,7,100,0.1,3,10,98,99,95
S=C(Cc1cccnc1)N1CCOCC1,8,101,99,/,99,-0.8,-4,8,98,99,100

Further results follow:
Compound,Avidin fluor,Rab2A wt mod,Rac1 wt modul,Pf gamet viab,Rab7 wt GTP bind,ABCB1 block,ABCG2 inh,GSH bead fluor,Cdc42 wt,HRas wt GTP bind,Rac1 mut GTP
COc1cccc(C2C(C(=O)Nc3ccccc3)=C(C)N=c3s/c(=C/c4ccc(OCC(=O)O)cc4)c(=O)n32)c1 (stereo not given),9,86,86,-9,91,-0.7,-4,8,88,87,90
O=C(Nc1cccc2ccccc12)N1CCN(Cc2ccc3c(c2)OCO3)CC1,17,94,95,/,94,1.4,5,13,93,95,92
CCOc1ccccc1NC(=O)CSc1nnc(-c2ccco2)o1,20,100,100,/,96,0.3,2,14,102,101,101
Cc1ccc(C(=O)c2cc3c(cc2[N+](=O)[O-])OCCO3)cc1,10,97,102,15,108,1.8,21,19,102,99,93
COc1cc(C(=O)OCC(=O)Nc2cc(C)on2)ccc1OCc1ccccc1Cl,35,101,101,/,101,0.7,2,22,102,101,98
CCOC(=O)c1cnc(SC)nc1Nc1cccc(F)c1,10,98,96,8,100,0.0,0,22,97,98,95
CC1Cc2ccccc2N1C(=O)CSc1nnc(CNc2ccccc2)o1 (stereo not given),14,97,95,/,99,0.4,4,43,96,100,91
O=[N+]([O-])c1cnc(N2CCCCC2)c([N+](=O)[O-])c1,3,96,106,3,99,1.9,12,10,98,99,100
O=C(Nc1cc(=O)c2ccccc2o1)N1CCCCC1,5,94,107,-33,88,2.1,12,39,94,89,92
CC1CN(C(=O)N(C)C)CCN1C(=O)N(C)C (stereo not given),13,101,102,/,100,0.2,1,49,102,103,100
O=C(c1ccco1)c1nnn(Cc2ccccc2)c1-c1ccccc1,13,99,99,9,97,1.1,3,30,99,100,99
CC(=O)N1CCN(CCN(CC2C(C)C=C(C)CC2C)C(C)=O)CC1 (stereo not given),23,102,103,-8,101,0.6,2,28,103,102,102
COc1ccc(NC(=O)CSc2nnc(Cc3cccn3C)n2-c2ccc(C)cc2)cc1OC,8,105,109,13,100,2.0,5,9,101,102,100
Cc1ccc(S(=O)(=O)CC(O)COc2ccccc2C#N)cc1 (stereo not given),8,100,94,10,96,-0.2,0,21,97,95,97
C/C(=N\NC(=O)c1ccc(Cl)c(S(=O)(=O)Nc2ccccc2Cl)c1)c1ccncc1,16,86,73*,/,91,0.2,1,8,86,87,87
COc1ccc(-c2nn(-c3ccccc3)cc2C2CC(c3cccs3)=NN2C(=O)CCCC(=O)O)cc1 (stereo not given),21,94,98,16,98,0.9,-1,25,96,93,93
C[C@H]([C@@H](N)C(=O)N[C@@H](C(=O)O)[C@@H]1O[C@H](n2ccc(=O)[nH]c2=O)[C@@H](O)[C@H]1O)[C@@H](O)c1ccc(O)cn1,8,98,104,/,100,1.1,7,20,100,101,98
Cc1onc(-c2ccccc2)c1C(=O)NC(=S)Nc1sc2c(c1C#N)CCCC2,8,93,101,10,98,0.4,1,11,99,95,98
COc1cccc2c(=O)n(CC(=O)N3CCCc4ccccc43)ccc12,11,104,107,/,105,-2.0,-2,19,101,103,99
O=c1oc2ccccc2c(N2CCCC2)c1[N+](=O)[O-],21,97,97,-1,96,-0.3,0,15,98,97,95

Compounds were not picked by outcome; about 1.1% have a hit in one of these screens.
